High-throughput results as filed in PubChem BioAssay.
Statin myotox sup – suppressors of simvastatin-induced myotoxicity in C2C12 myotubes; ATP luminescence, 48 h; scaled: DMSO 0, geranylgeraniol control 100; rescue of ATP level, % at 7.49 µM; 0.78% of 330,000 active;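 active = mean ATP rescue above about 67%, or every replicate alone reaching that limit, limit read from the data, passing the limit was not always enough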;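 also: myotubes were challenged with 10 µM simvastatin during compound exposure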
PGC1a acetyl inh – PGC1a acetylation modulation, inhibitor mode | inhibition, % at 15.6 µM | AID 651687 | U2OS PGC1a acetylation, AlphaScreen anti-acetyl-lysine; with virally co-expressed GCN5 acetyltransferase | 0.17% of 350,000 active;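 active = every replicate shows inhibition of at least 40%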;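 also: 0% = neutral control wells and 100% = positive control wells; some results beyond the cut were filed as inactive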
PglD DTNB – inhibitors of Campylobacter jejuni PglD acetyltransferase. purified PglD enzyme, DTNB colorimetric CoA detection. inhibition, % at 12.5 µM. 0.098% of 360,000 active. AID 602405; in the data active = inhibition above about 16%, passing the limit was not always enough; also: strong numbers were not always called active
FN deposit inh – fibronectin deposition inhibition; AH1F fibroblasts, Alexa488-fibronectin deposition fluorescence, overnight; inhibition, % at 12.6 µM; 0.086% of 350,000 active; AID 743247;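 active = mean inhibition across replicates of 30% or more, regardless of how many single replicates reach that level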;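 also: positive control wells lacked labelled fibronectin entirely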
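Measured by – fluorescence 485/525 nm · System – AH1F fibroblast monolayer, labelled fibronectin deposition · Amount – 10000 cells per well · Buffer or medium – serum-reduced DMEM (2% serum) · Doses – single dose, pinned · Also added – fluorescent fibronectin at 24 nM final · Schedule – 1 h cell attachment, overnight exposure to compound and label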
miR122 inh – blocks miR-122 activity in Huh7 sensor cells | 0.3% of 340,000 active | activation (reporter increase), % at 12.5 µM | Huh7 miR-122 Renilla luciferase sensor, 48 h; neutral wells = 0, positive control = 100;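 active = mean replicate activation score at least 90 and every replicate individually at or above 90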;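 also: higher luciferase means less miR-122 activity so hits act as miR-122 inhibitors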
GSIS activator – GLuc luminescence reporter in INS-1E cells, primary screen for activators of glucose-dependent secretion of insulin | INS-1E GLuc reporter insulin secretion, 2-3 h | activation, % at 16.6 µM | 0.61% of 370,000 active;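 active = lowest replicate activation of at least 40%, so every replicate reaches that level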;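 also: 0% = median of neutral control wells and 100% = median of IBMX positive control wells; some compounds called inactive have numbers as strong as hits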
Cneo AK release – causes C. neoformans cell lysis; adenylate kinase release luminescence, 4 h; normalised: neutral wells 0, clomiphene wells 100; lysis activity, % at 15 µM; 0.2% of 360,000 active;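 active = mean lysis activity across replicates of at least 80%, whatever share of replicates individually reach that level; inactive = mean lysis activity below 80%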
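read-out = cell lysis signal | test system = log-phase Cryptococcus neoformans yeast cells | input = cells at 5 × 10^6 per mL | medium = fresh YPD growth medium | signal = luminescent adenylate kinase detection reagent | timing = 4 h at 37 °C static, read 1 h later | dosing = single dose | controls = Clomiphene as positive lysis control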
CFTR F508del cor – CFTR F508del correction in bronchial cells | 0.36% of 350,000 active | AID 720511 | CFBE cells, YFP halide quenching; stimulated with forskolin plus potentiator P3; % fluorescence drop versus neutral controls | activity (quench increase), % at 7.58 µM;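 active = mean added fluorescence quench of at least 8% versus neutral control, with both replicates also reaching 8%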;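 also: cells transiently co-express mutant CFTR-F508del with the halide-sensitive YFP; corrector assay measuring rescue of mutant channel to the surface after 24 h compound exposure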
The depositor's hits bear a star; i = inactive; / = not tested or not shown; [ ] = dose if it differs, or a comment.

SMILES	Statin myotox sup	PGC1a acetyl inh	PglD DTNB	FN deposit inh	miR122 inh	GSIS activator	Cneo AK release	CFTR F508del cor
O=C(N[C@H]1CC[C@@H](CCNC(=O)C2CCC2)O[C@H]1CO)c1ccncc1	1.4	7.8	2.8	-5.7	/	3.5	-1.6	-1.0
C[C@H]1CN([C@@H](C)CO)C(=O)c2cccc(NS(=O)(=O)c3ccccc3)c2O[C@H]1CN(C)Cc1ccc(-c2ccccc2)cc1	-12.6	2.9	1.2	/	-2.3[16.7 µM]	-15.2	-0.3	-0.5
Cc1nc2ccccc2c(=O)n1N(c1ccccc1)c1ccccc1	-7.8	/	2.6	-8.1	-1.3	-10.2	-0.9	/
CCOc1cccc2sc(N(CCN(CC)CC)C(=O)c3cccc(N4C(=O)CCC4=O)c3)nc12	/	/	-8.5	-4.3	/	1.6	2.3	-1.2
Cc1ccc2cc(CCNS(=O)(=O)c3ccc(Br)cc3)c(=O)[nH]c2c1C	20.7	/	-5.3	3.3	-7.5	-26.9	0.4	0.0
C[C@H](CO)N1C[C@H](C)[C@H](CN(C)S(=O)(=O)c2ccccc2)Oc2ncc(C#Cc3cccc(F)c3)cc2C1=O	34.1	-26.8	0.9	-0.8	-0.5[16.7 µM]	-13.2	-15.3	-2.3
O=C(Nc1ccccc1C(=O)N/N=C/c1ccco1)c1ccccc1Cl	2.6	6.6	12.3	4.4	0.4	14.3	2.3	/
Cc1ccc(-n2ncc3c2CCCC3NC(=O)c2ocnc2C)cc1C (stereo unspecified)	/	/	0.9	3.7	/	-17.7	14.9	-3.1
CN1C(=O)c2cc(NC(=O)c3cccc(F)c3)ccc2OC[C@@H]2O[C@H](CC(=O)N3CCc4ccccc4C3)CC[C@@H]21	-95.6	25.7	-2.0	-15.3	6.7[16.7 µM]	-18.5	0.3	0.6
CC1(C)CC(=O)C/C(=N\NC(=O)CCc2ccc(S(=O)(=O)N3CCOCC3)cc2)C1	2.3	5.4	-2.6	-0.1	4.2	-8.9	1.1	-0.1
O=C(COC(=O)c1cc(S(=O)(=O)N2CCCCC2)ccc1N1CCOCC1)NC1CCS(=O)(=O)C1 (stereo unspecified)	6.8	-19.3	-11.7	-10.9	2.3	24.5	-4.0	-1.6
COc1ccc(O)c(/C=N/NC(=O)c2ccc(OCc3cccc(Br)c3)cc2)c1	4.3	8.1	/	-7.7	-1.5	/	/	/
COCCNC(=O)C[C@@H]1CC[C@@H]2[C@H](COc3ccc(NC(C)=O)cc3C(=O)N2C)O1	9.4	-0.3	-1.0	i	8.3[16.7 µM]	1.7	-6.3	-2.9
COC(=O)c1ccc2cc(OC)c(OC)cc2c1	8.1	-1.7	3.3	-1.9	-7.0	22.5	-0.4	1.4
CN(Cc1cccc2cnccc12)C(=O)CCc1nnc(CCc2ccccc2)o1	/	12.6	/	-0.1	/	5.2	/	0.1
COc1ccc(NC(=O)c2ccccc2NS(=O)(=O)c2ccc(CNC(C)=O)cc2)c(OC)c1	-18.4	/	-1.5	10.4	/	18.1	-0.3	1.6
O=C(Nc1cccc(O)c1)c1cccc(S(=O)(=O)Nc2cccc(O)c2)c1	6.6	-2.4	-4.1	-0.9	-1.8	2.2	-0.4	-1.5
Cc1cc(C)cc(NC(=O)C2CCN(C(=O)[C@@H]3Cc4ccccc4CN3)CC2)c1	12.3	-2.3	0.0	-19.3	-3.6	2.5	-0.1	-3.9
O=Cc1c(Cl)[nH]c(=O)n1-c1ccccc1	/	3.1	3.4	-40.4	-2.9	-1.8	0.5	0.8
COc1ccccc1-c1ccc([C@H]2[C@@H](CO)N3CCCCN(C(=O)c4cccnc4)C[C@H]23)cc1	24.5	-4.8	0.1	-3.7	1.6[16.7 µM]	10.5	-0.3	-4.8
C[C@@H]1CCCCO[C@H](CN(C)S(=O)(=O)c2ccccc2)[C@H](C)CN([C@H](C)CO)C(=O)c2cc(N(C)C)ccc2O1	-16.3	32.0	2.4	/	17.6[16.7 µM]	-17.2	32.5	-0.2
c1ccc(-c2nc(NCc3cccnc3)c3oc4ccccc4c3n2)cc1	-0.8	-14.2	0.9	3.9	-4.4	-30.4	1.6	/
COc1ccc(S(=O)(=O)N(C)C[C@H]2OCCCC[C@H](C)Oc3ccc(NS(=O)(=O)c4ccc(Cl)cc4)cc3C(=O)N([C@H](C)CO)C[C@H]2C)cc1	/	14.7	/	-7.3	/	11.8	/	4.1
COc1ccc(CNC(=O)C2CCN(C(=O)[C@@H]3Cc4ccccc4CN3)CC2)cc1	2.8	7.9	-0.8	-6.6	2.4	5.4	-1.1	-1.7
CCOC(=O)C(C)Oc1cccc2c(=O)n(CC(=O)NCCc3ccc(OC)c(OC)c3)ccc12 (stereo unspecified)	11.2	-11.0	-0.5	3.2	0.5	6.9	-0.6	2.7
O=C(NC1CCCC1)C(c1ccncc1)N(C(=O)c1ccco1)c1ccccc1 (stereo unspecified)	4.7	/	0.6	-1.8	/	-16.4	4.3	-0.3
CCc1ccc(NC(=O)COc2coc(CN3CCN(c4ccccc4)CC3)cc2=O)cc1	6.9	-3.5	6.2	4.0	-6.0	15.7	-0.2	1.3
COc1ccc(-n2ccnc2SCC(=O)Nc2ccccc2)cc1	-0.4	2.1	3.0	/	4.8	/	-0.1	/
O=C1CN(C(=O)c2cc3ccccc3oc2=O)C(c2ccc(F)cc2)c2cc(F)ccc2N1 (stereo unspecified)	-0.3	-11.0	1.8	0.4	-0.6	36.8	0.1	3.1
CC(C)NC(=O)N(C)C[C@@H]1Oc2ccc(NC(=O)C3CCCCC3)cc2CC(=O)N([C@H](C)CO)C[C@H]1C	-17.2	/	-0.2	/	1.9[16.7 µM]	6.6	-5.5	-0.2
COc1ccc(OC)c(NC(=O)CSc2n[nH]c(-c3cccnc3)n2)c1	44.6	/	-2.3	8.5	/	3.4	-7.2	-0.7
CCOCC(=O)Nc1ccc([N+](=O)[O-])cc1C	6.6	/	-2.3	-9.2	-4.5	-0.6	5.7	3.3
COc1ccccc1N1CCN(S(=O)(=O)Cc2ccccc2Cl)CC1	-4.5	7.0	-1.3	/	-1.7	-1.1	3.4	/
C/C(=N\NC(=O)c1c([N+](=O)[O-])c(C)nn1C)c1ccc(NC(=O)C2CCCC2)cc1	-105.2	-27.0	2.3	19.6	72.0	-7.0	2.3	5.7
Cc1ccc(NC(=O)CSCC(=O)N2CCOCC2)cc1	/	-0.9	-1.6	/	-6.6	/	-1.6	/
N#Cc1ccc(CN2CCN(CC(=O)NCCc3ccc(Cl)cc3Cl)CC2)cc1	/	3.5	-0.5	9.7	-9.8	-29.3	0.2	-1.2

Four entries out of the list, ordered by molar mass, largest number first.
SMILES	Statin myotox sup	PGC1a acetyl inh	PglD DTNB	FN deposit inh	miR122 inh	GSIS activator	Cneo AK release	CFTR F508del cor
CC(C)NC(=O)N(C)C[C@@H]1Oc2ccc(NC(=O)C3CCCCC3)cc2CC(=O)N([C@H](C)CO)C[C@H]1C	-17.2	/	-0.2	/	1.9[16.7 µM]	6.6	-5.5	-0.2
CCOC(=O)C(C)Oc1cccc2c(=O)n(CC(=O)NCCc3ccc(OC)c(OC)c3)ccc12 (stereo unspecified)	11.2	-11.0	-0.5	3.2	0.5	6.9	-0.6	2.7
O=C1CN(C(=O)c2cc3ccccc3oc2=O)C(c2ccc(F)cc2)c2cc(F)ccc2N1 (stereo unspecified)	-0.3	-11.0	1.8	0.4	-0.6	36.8	0.1	3.1
COc1ccc(OC)c(NC(=O)CSc2n[nH]c(-c3cccnc3)n2)c1	44.6	/	-2.3	8.5	/	3.4	-7.2	-0.7

Next records follow:
SMILES	Statin myotox sup	PGC1a acetyl inh	PglD DTNB	FN deposit inh	miR122 inh	GSIS activator	Cneo AK release	CFTR F508del cor
CCC(=O)N1CCN(c2nc(-c3ccc(Cl)cc3)cs2)CC1	-1.2	-43.6	/	5.6	-2.0	/	-5.3	/
O=C(c1ccccn1)N1C[C@H]2[C@@H](c3ccccc31)[C@H](CO)N2C(=O)Nc1ccccc1	1.2	7.3	0.8	/	16.7[16.7 µM]	-5.0	2.1	-2.3
Cc1cc(Nc2cccc(F)c2)n2nc(C)nc2n1	4.1	/	-0.6	6.1	-2.5	5.6	-0.7	-0.3
CCN(C(=O)CCc1nc(-c2ccc(OC)cc2)no1)c1cc(OC)ccc1OC	4.1	-2.7	-0.5	/	0.1	/	2.1	/
Cc1cccc(NC2=NC(=S)N(CC#N)C23CCCCC3)c1	5.2	-0.6	-3.3	0.2	18.0	/	0.5	/
Oc1ccc(/C=N/NC2=NCCCCC2)cc1	4.0	2.0	5.3	13.6	/	/	-0.8	/
CC(C)NC(=O)N(C)C[C@@H]1Oc2ccc(NC(=O)CCN3CCOCC3)cc2CC(=O)N([C@@H](C)CO)C[C@H]1C	1.8	6.2	0.4	-8.8	-3.0[16.7 µM]	-5.5	-0.9	0.6
Cc1noc(C)c1NC(=O)Nc1cccc2c1O[C@@H](CN(C)S(=O)(=O)c1cccs1)[C@@H](C)CN([C@@H](C)CO)C2=O	-12.9	-8.3	-4.1	-1.7	7.8[16.7 µM]	-0.6	-0.7	-0.4
C/C=C/c1ccc2c(c1)O[C@@H](CN(C)C(=O)Cc1ccccn1)[C@@H](C)CN([C@@H](C)CO)S2(=O)=O	/	10.9	5.9	-2.5	-0.6[16.7 µM]	31.9	-0.3	0.2
O=C(C1CC1)N1CC2(C1)[C@@H](c1ccccc1)[C@@H](CO)N2C(=O)c1cccnc1	/	8.7	/	-6.0	/	11.3	/	-0.4
CN(Cc1ccccc1)C(=O)CSc1nc2c(c(C(F)(F)F)n1)CCc1ccccc1-2	3.6	-5.9	-7.0	9.7	0.7	2.4	0.6	/
CCCNC(=O)[C@@H]1[C@@H](CO)[C@@H]2Cn3c(ccc(C4=CCCC4)c3=O)[C@H]1N2C(=O)CC	-3.3	/	-8.8	/	/	0.0	-0.1	/
CCCN(C(=O)CCSc1ccc(F)cc1)c1c(N)n(Cc2ccccc2)c(=O)[nH]c1=O	0.1	/	-4.6	-6.4	/	0.2	3.3	-2.1
CCC(=O)Nc1ccc2c(c1)OC[C@H](C)N(C(=O)C1CCC1)C[C@@H](C)[C@@H](OC)CN(C)C2=O	3.7	0.8	1.1	-6.1	/	5.9	-1.6	3.0
COc1ccc(S(=O)(=O)N(C)C[C@H]2Oc3ccc(NC(=O)Nc4c(C)noc4C)cc3CC(=O)N([C@H](C)CO)C[C@H]2C)cc1	13.9	5.7	43.6	/	16.8[16.7 µM]	-4.6	-2.7	1.2
CO[C@@H]1CC[C@H]2CCOc3ccc(C#N)cc3C(=O)N(C)C[C@@H](OC)[C@H](C)C(=O)N(C)C[C@@H]1O2	5.6	/	6.7	3.3	/	15.3	60.6	/
CCOn1c(=O)c(-c2cc3ccccc3o2)[n+]([O-])c2ccccc21	/	2.1	-0.3	/	13.7	4.5	0.2	/
O=C(NC(=S)N1CCN(Cc2ccc3c(c2)OCO3)CC1)c1cccc(Br)c1	/	/	0.8	-8.7	23.8	2.2	4.5	-1.7
ClC(Cl)(Cl)c1nc2ccccc2n2nncc12	-116.1	/	-1.9	0.9	7.1	3.2	-0.3	0.7
Cc1cc(Cn2nnc(-c3ccc(Br)cc3)n2)cc(C)c1O	3.1	2.3	1.7	-1.4	6.2	-8.1	0.4	0.0
CN(C)C1NC(=O)c2cc(-c3ccccc3)sc2N1 (stereo unspecified)	0.8	-39.5	-5.3	/	-4.0	/	2.0	/
CC1CN(CC(=O)Nc2cccc(C(=O)Nc3cccc(C(F)(F)F)c3)c2)CC(C)O1 (stereo unspecified)	-42.3	/	3.9	/	-3.3	/	-8.4	/
